# From PubChem
# N-glyco inh: blocks N-linked glycosylation in D54 reporter cells; D54 ERlucT glycosylation luciferase reporter, 24 h; percent of 100 nM tunicamycin response; reporter increase, % at 12.5 µM; hit rate 0.23% among 360,000;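 active = mean luciferase reporter signal, scaled so untreated is 0 and the glycosylation-blocking control 100, at or above a set limit in every replicate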;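 also: luciferase carries N-glycosylation sites so blocking glycosylation raises the light; 0% = median of neutral control wells and 100% = median of 100 nM tunicamycin wells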
# HTR2A ag: agonists of mouse serotonin 5-HT2A receptor (HTR2A). P35363. CHO-K1 mHTR2A beta-arrestin complementation, luminescence; percent of 30 µM serotonin response. activation, % at 7.6 µM. hit rate 0.66% among 360,000. AID 624169;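 active = activation above a run cutoff, the mean activation of all tested compounds plus 3 SD, cut at about 14% in these data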;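 also: 0% = plate median of compound wells and 100% = 30 µM serotonin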
# Target sequence (P35363 whole entry, looked up): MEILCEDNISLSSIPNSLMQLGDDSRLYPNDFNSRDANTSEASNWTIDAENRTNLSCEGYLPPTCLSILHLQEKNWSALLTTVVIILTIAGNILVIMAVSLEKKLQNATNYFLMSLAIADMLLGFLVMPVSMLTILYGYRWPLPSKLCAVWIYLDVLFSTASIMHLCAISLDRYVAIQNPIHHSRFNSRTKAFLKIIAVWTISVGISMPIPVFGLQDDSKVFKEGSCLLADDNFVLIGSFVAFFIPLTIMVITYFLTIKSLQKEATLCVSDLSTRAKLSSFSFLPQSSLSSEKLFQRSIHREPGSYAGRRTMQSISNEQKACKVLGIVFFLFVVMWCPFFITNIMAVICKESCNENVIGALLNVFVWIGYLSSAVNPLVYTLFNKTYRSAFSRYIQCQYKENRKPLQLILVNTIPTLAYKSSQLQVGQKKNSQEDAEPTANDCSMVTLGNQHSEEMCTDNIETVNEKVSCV
# MC4R ag barr: human MC4R agonism via beta-arrestin; hit rate 0.98% among 360,000; activation, % at 8.9 µM; U2OS MC4R beta-arrestin complementation, luminescence; percent of melanotan II response, DMSO zero; AID 540308; P32245;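 active = activation above a per-plate cutoff, the mean activation of sample wells on that plate plus 3 SD, cut at about 8% in these data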
# Target sequence (P32245 whole entry, looked up): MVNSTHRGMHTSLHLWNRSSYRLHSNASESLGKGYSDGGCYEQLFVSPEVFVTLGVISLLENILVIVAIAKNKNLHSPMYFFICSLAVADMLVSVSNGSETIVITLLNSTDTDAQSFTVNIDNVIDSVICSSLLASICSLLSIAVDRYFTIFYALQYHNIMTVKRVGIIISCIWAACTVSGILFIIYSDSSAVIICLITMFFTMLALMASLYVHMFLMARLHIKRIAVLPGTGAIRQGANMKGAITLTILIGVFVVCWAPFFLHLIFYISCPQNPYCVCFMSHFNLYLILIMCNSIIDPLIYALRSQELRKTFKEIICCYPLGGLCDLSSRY
# ABHD5-PLIN5 inh: inhibitors of human ABHD5-perilipin-5 interaction. Split G. princeps luciferase complementation, luminescence, 4 h. Q00G26+Q8WTS1. hit rate 0.78% among 360,000. inhibition, % at 4 µM;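 active = inhibition above the mean inhibition across every tested compound plus 3 SD, cut at about 22% in these data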;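 also: 0% = DMSO only wells and the 100% control is not disclosed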
# ABCB6 inh 2: blocks the human ABCB6 transporter. K562-ABCB6 porphyrin accumulation, flow cytometry, 1 h; active compounds read low. fluorescence ratio to DMSO, % at 10 µM. hit rate 0.19% among 360,000;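 active = fluorescence ratio to DMSO below 75%, the collection mean minus 3 SD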;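 also: signal is porphyrin accumulated inside mitochondria; 100% equals median channel fluorescence of DMSO control wells; lower ratio means ABCB6 inhibition with less porphyrin fluorescence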
# MC4R antagonist: human MC4R antagonism in cAMP assay | MC4R-expressing cells, MTII-stimulated cAMP, LANCE TR-FRET | inhibition, % at 6.5 µM | hit rate 0.48% among 360,000 | AID 540295;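 active = inhibition above its plate's cutoff, the mean of tested wells on that plate plus 3 SD, cut at about 29% in these data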;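 also: 0% = Melanotan II alone and 100% = Melanotan II plus saturating MCL0020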
#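 system = U2OS cells with stable human MC4R expression | also added = Melanotan II challenge after compound preincubation | dosing = one concentration, 6.5 µM nominal | incubation = compound 30 min, challenge 1 h, detection 1 h | measured by = TR-FRET with Eu-cAMP and labeled anti-cAMP, 671 nm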
# H9c2 protect: modulators protecting cardiomyocytes from myocardial damage; protection from H2O2 cell death, % at 20 µM; hit rate 0.63% among 360,000; H9c2 cardiomyocytes, H2O2 injury protection, ATPLite, 2 h; AID 588492;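 active = compounds giving at least 50% protection of heart cells from peroxide-induced death in the single-dose screen, raw or plate-pattern-corrected value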;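 also: 0% = DMSO wells with peroxide and 100% = DMSO wells without peroxide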
# Exocytosis inh: lytic granule exocytosis inhibition; AID 651702; TALL-104 LAMP-1 surface exposure, flow cytometry; cells stimulated with thapsigargin and PMA; inhibition, % at 10 µM; hit rate 0.66% among 360,000;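 active = inhibition above about 55%, limit read from the data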
# CaV13 ICDI inh: Disruptors of the CACNA1D IQ motif to Ca2+-dependent inactivation inhibitor domain association, primary screening, Förster resonance energy transfer in intact living … | HEK cells, CFP/YFP FRET ICDI-IQ, plate reader, 10 min; percent FRET-ratio fall versus neutral wells | inhibition, % at 12.3 µM | hit rate 0.098% among 340,000;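 active = mean replicate inhibition of at least 30% and at least 1% of replicates passing that level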;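 also: 0% = median of the neutral control wells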
# PDI inh: inhibitors of human protein disulfide isomerase; hit rate 0.052% among 350,000; AID 588391; inhibition, % at 10 µM; PDI insulin aggregation turbidity, A650, 90 min;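 active = mean inhibition across replicates of 30% or more, whatever share of single replicates reach that level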;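 also: absorbance from insulin aggregation driven by PDI reduction with DTT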
# Numbers without * were called inactive; · = not tested or not shown; + = active, no number.
SMILES,N-glyco inh,HTR2A ag,MC4R ag barr,ABHD5-PLIN5 inh,ABCB6 inh 2,MC4R antagonist,H9c2 protect,Exocytosis inh,CaV13 ICDI inh,PDI inh
O=C(N/N=C/c1ccc2nccnc2c1)c1ccncc1,2,3,-1.1,-5,102,-4,2,-2,-3,1
COc1ccc(CNc2ccc3c(c2)nc(C)n3C)cc1OC,7,3,-1.6,2,100,2,11,8,-6,7
COc1ccc(C2C3C(=O)N(N(C)c4ncc(C(F)(F)F)cc4Cl)C(=O)C3ON2C)cc1 (centres undefined),0,6,1.6,3,98,-1,1,-3,-5,7
O=C(CCCOc1ccccc1)NC1CCCc2ccccc21 (centres undefined),-1,-4,-0.3,-1,102,6,-1,-2,-5,-3
CN(Cc1nccs1)C(=O)C1CCC(=O)N(Cc2ccccc2F)C1 (centres undefined),0,2,-1.6,-3,105,-2,2,-7,-6,-1
CNC(=S)N1CCC(c2nc3ccccc3s2)CC1,2,0,-2.6,-2,100,-6,-2,-9,-7,-2
Cc1ccc(S(=O)(=O)N2CCC(C(=O)N3CCc4ccccc43)CC2)cc1,0,0,-1.4,-1,95,4,5,-1,·,1
O=C(/C=C/c1ccc(Cl)cc1)Nn1c(-c2cccs2)nc2ccccc2c1=O,0,0,5.1,0,96,-1,-10,-3,-5,6
CC(C)CN(CCCNC(=O)CN1C(=O)COc2ccc(S(=O)(=O)N3CCOCC3)cc21)CC(C)C,2,2,-1.3,4,94,11,5,-1,-4,-1
Cc1ccc(S(=O)(=O)N(CCC(=O)NCc2ccccc2F)c2ccccc2)cc1,-3,-5,-1.2,-3,95,4,-5,0,-4,-1
CCC(O)(C#CCN1CCCCC1)CC,4,3,-2.4,-1,90,-3,0,-2,-3,-4
O=C(Nc1ccc(Cl)c(Cl)c1)Nc1ccc([N+](=O)[O-])cn1,-6,-5,-0.6,-3,96,4,-15,-4,-21,-3
CCSc1nsc(SCC)c1C(N)=O,2,-4,-2.4,1,96,9,2,-5,-8,-6
Cc1nc(CCN2C(=O)c3ccccc3C2=O)cs1,-1,1,-0.9,1,97,-3,0,5,-5,-13
CCC(C)(C)NC(=O)c1cc(C(=O)OC)cc([N+](=O)[O-])c1,3,-1,-2.4,-3,94,0,1,-8,-6,-15
Cc1ccc(C2(c3noc(CN(C)Cc4cccnc4)n3)CCCC2)cc1,-1,-3,0.4,1,98,-5,6,-4,-2,11
CC(=O)Nc1ccc(OC(=O)COc2ccc(Br)cc2)cc1,1,-2,-0.5,0,97,-1,1,0,-5,-4
O=[N+]([O-])c1ccc(CN2CCN(c3ccc4ccccc4n3)CC2)cc1,1,-3,-1.2,7,88,2,-10,0,-5,0
CC(C)Cc1[nH]c(=O)c(C#N)c2c1CCCC2,4,1,-0.5,-4,103,-2,-4,0,·,4
CC1(C(=O)OCc2cc(=O)n3cc(Br)ccc3n2)CC1(Cl)Cl (centres undefined),-1,-3,2.5,-3,100,5,6,2,10,0
N=c1ccn(Cc2ccccc2Cl)cc1,-4,-4,-0.9,11,107,5,-7,10,0,-8
COc1ccccc1-c1nnc(SCC(=O)O)n1-c1ccccc1,1,2,1.7,-2,106,20,-2,-1,-4,2
COC(=O)CCc1c(C)c(C#N)c2nc3ccccc3n2c1N1CCCC1,0,4,-1.6,-1,94,15,0,0,-4,-2
CC1C(=O)N2CCCc3cc(NC(=O)C4CCCCC4)cc1c32 (centres undefined),4,1,-3.7,-2,93,6,2,2,-5,2
O=C(CCSCc1ccccc1Cl)NC1CCCCC1,0,-6,2.2,-1,95,-5,-4,-1,-2,-8

# Continued.
SMILES,N-glyco inh,HTR2A ag,MC4R ag barr,ABHD5-PLIN5 inh,ABCB6 inh 2,MC4R antagonist,H9c2 protect,Exocytosis inh,CaV13 ICDI inh,PDI inh
CCOC(=O)N1CCN(C(=O)c2ccc3c(=O)n(-c4ccccc4F)c(=S)[nH]c3c2)CC1,1,-4,-0.3,0,90,1,3,2,-3,2
CC1(C(=O)N2CC3(CC(c4cccc([N+](=O)[O-])c4)=NO3)C[C@H]2C(=O)NCC(N)=O)CC1 (some centres undefined),0,4,0.1,-3,90,3,6,-10,-11,3
COc1ccc(-c2nc3c(-c4ccc(Cl)cc4)cnn3cc2C)cc1F,-4,1,1.1,3,101,9,-13,-14,-1,-6
Nc1ccc(S(=O)(=O)NN=Cc2ccccc2[N+](=O)[O-])cc1,9,2,0.0,8,99,2,1,-4,-6,8
O=C(c1ccccc1)c1cccc(NC(=O)C2CC2)c1,0,-2,-2.0,-2,96,17,-7,2,-7,0
COc1ccc(CCNC(=O)c2ccc(COc3ccccc3OC)o2)cc1,0,-2,1.6,0,91,-4,13,9,-5,-2
COc1cccc(NC(=O)CSc2nc3c(sc4ccccc43)c(=O)n2CCCN2CCCC2)c1,-7,-6,-2.1,12,91,6,-10,4,-3,2
CC(C)CC1NC(=O)N(CC(=O)NC2CCCCC2)C1=O (centres undefined),0,0,-4.3,-4,97,3,0,1,-7,-7
O=C(Nc1nnc(CC(=O)N2CCOCC2)s1)C1COc2ccccc2O1 (centres undefined),-1,2,-0.3,-3,95,8,-1,3,-4,10
Cc1ccc(S/C=C\C(=O)c2ccccc2)cc1,47*,-3,-2.1,31*,97,-4,-26,2,-8,0
Cc1nn(CCOc2ccccc2)c(=O)n1-c1ccc(Cl)cc1,-1,1,-2.6,-9,95,-1,10,0,-6,-1
O=C(Nc1cccc(Cl)c1)N1CCOCC1,1,6,-0.5,3,97,-8,5,-8,-21,-8
CCC(C)c1ccc(NC(=O)C2=CC=CN3CCS(=O)(=O)N=C23)cc1 (centres undefined),-3,0,-1.4,-8,99,-4,-14,-4,-5,11
COc1cccc(-n2nc(C(C)=O)c(C#N)c2-c2ccco2)c1,-1,0,2.0,-7,102,-3,-6,0,0,-5
COc1ccc(NC(=O)CCCC2CCCCC2)cc1S(=O)(=O)N1CCCCC1,0,0,2.8,0,98,1,12,10,-14,-4
CC(OC(=O)c1cc(=O)[nH]c2ccccc12)C(=O)c1ccccc1 (centres undefined),1,3,1.1,0,107,12,-7,-1,-7,-2
O=c1c2ccccc2nc(-c2ccc([N+](=O)[O-])cc2)n1O,3,16*,-1.4,0,113,-12,4,0,-4,-3
OC(c1ccc(F)c(F)c1)c1nc(-c2ccncc2)cs1 (centres undefined),-1,4,0.0,1,90,4,-17,-6,-6,-2
COc1cc(OC)cc(C2=Cc3ccccc3C(CC(C)=O)N2c2ccc(C#CC3(N)CCCCC3)cc2)c1 (centres undefined),·,-2,·,19,96,·,·,7,-10,·
CCn1nnc2cc(C(=O)NCCc3ccccc3F)ccc21,-17,6,0.3,0,100,-3,-16,19,-3,-2
Cc1cccc(C)c1NC1=NC(=S)N(c2ccc(C(=O)O)cc2)C12CCCCC2,-1,2,0.8,4,110,9,0,-2,-3,3
CCc1nc2c(OCc3cccc(Cl)c3)cccn2c1N(C)C(=O)CC(C)C,-2,-2,-2.1,4,95,13,-3,1,-9,2
Cc1ccc(CNS(=O)(=O)c2ccc(Br)s2)cc1,1,0,3.1,5,98,5,-2,-7,-18,-4
O=c1c2ccccc2c(-c2ccccc2)nn1Cc1c(Cl)cccc1Cl,-5,-1,2.7,-8,99,13,-7,-2,-4,2
COC(C/C=C\[C@@H](O)[C@@H](C)OCc1ccccc1)OC,2,4,-7.0,-1,91,5,4,-11,-4,-1

# Record cards, from the list above. Order of screens: N-glyco inh | HTR2A ag | MC4R ag barr | ABHD5-PLIN5 inh | ABCB6 inh 2 | MC4R antagonist | H9c2 protect | Exocytosis inh | CaV13 ICDI inh | PDI inh
# Listed for Cc1ccc(C2(c3noc(CN(C)Cc4cccnc4)n3)CCCC2)cc1 = -1 | -3 | 0.4 | 1 | 98 | -5 | 6 | -4 | -2 | 11
# Listed for COc1ccc(-c2nc3c(-c4ccc(Cl)cc4)cnn3cc2C)cc1F = -4 | 1 | 1.1 | 3 | 101 | 9 | -13 | -14 | -1 | -6

# (listing goes on)
SMILES,N-glyco inh,HTR2A ag,MC4R ag barr,ABHD5-PLIN5 inh,ABCB6 inh 2,MC4R antagonist,H9c2 protect,Exocytosis inh,CaV13 ICDI inh,PDI inh
COc1ccccc1NC(=O)c1coc(=O)c(Br)c1,-1,0,-2.2,-10,99,1,4,33,-5,-34
CCCCCCc1nc(C(N)=O)c2[nH]c(=O)n(-c3ccc(OC)cc3OC)c2n1,2,4,-1.9,5,99,-4,2,0,-3,-6
Cc1ccc(C)c(OCc2cc(C(=O)N3CCNC(=O)C3)no2)c1,3,4,-1.9,1,102,6,2,-1,-5,-12
Clc1nc(NCc2ccco2)nc(N2CCCCC2)n1,-2,-1,1.6,-4,100,15,-11,0,4,2
N/C(Cc1ccc(Cl)cc1Cl)=N\OC(=O)Cc1cccs1,0,-1,-0.5,-10,100,10,0,1,-3,12
COCCn1c(SCC(=O)NNC(=O)c2ccc(OC)c(OC)c2)nc2ccccc2c1=O,1,-3,-1.7,-1,101,17,2,3,-6,12
CCCn1nc2cc(C(=O)NCCc3cccs3)ccc2c1OCC,5,10,0.3,-1,102,8,0,6,-5,-1
CC(C)(C)C(=O)CN1C(=O)NC2(CCCc3ccccc32)C1=O (centres undefined),0,-1,-1.2,-8,98,6,4,-8,-7,0
O=C1c2ccccc2C(=O)N1OCCOCCOCCON1C(=O)c2ccccc2C1=O,2,-2,-1.4,-3,102,5,-7,-11,-4,-2
CN1CCC(N(C)S(=O)(=O)c2ccc(NC(=O)c3cccc(C#N)c3)cc2)CC1,3,-12,-4.9,10,96,3,2,6,-6,6
Cc1sc2nc(CSc3ccc([N+](=O)[O-])c(C(F)(F)F)c3)[nH]c(=O)c2c1C,-1,7,6.6,-7,101,-28,-4,-2,-15,16
O=C(CNC(=O)c1ccc2c(c1)OCO2)N/N=C/c1cccc([N+](=O)[O-])c1,1,6,-1.7,-1,105,8,6,-2,-4,10
CN(C)c1ccc(CNC(=O)CN(C)S(=O)(=O)c2ccc3c(c2)c(=O)n(C)c(=O)n3C)cc1,0,-4,-0.1,6,97,-1,-6,-3,-16,-10
OC(COc1ccccc1)CN1CCN(C(c2ccccc2)c2ccccc2)CC1 (centres undefined),-4,-8,1.8,-4,98,-2,-3,18,-18,-30
O=C(Nc1ccc2oc(-c3cccc(F)c3)nc2c1)c1ccccc1F,1,0,27*,-1,99,7,-1,-3,-10,-3
Cc1cccc(OCCCOc2cccc3cccnc23)c1C,-4,-6,-2.0,-4,97,-2,-21,-4,-6,-3
CC(C)(C)c1ccc(C(=O)NN=C2CCCC2)cc1,1,-1,-0.9,1,96,10,-2,-3,23,-8
O=C(COC(=O)C12CC3CC(CC(O)(C3)C1)C2)Nc1ccc(Cl)cc1F,-5,8,-3.7,4,100,5,-5,0,-7,4
Cc1cccc(-n2c(-c3ccccc3)c[nH]c2=S)c1C,1,10,0.9,0,95,21,-8,17,-2,-15
CCC(C)n1c(=N)c(C#N)cc2c(=O)n3cccc(C)c3nc21 (centres undefined),3,-7,-1.2,-5,97,-3,1,1,+,2
